Source: PubChem BioAssay (several laboratories)
UGM FP inh = blocks M. tuberculosis UGM enzyme; purified UGM, fluorescence polarization probe displacement; AID 504406; actives 0.06% (n = 320,000); inhibition, % at 10 µM; P9WIQ1; in the data active = inhibition above about 10%, passing the limit was not always enough; inconclusive = no clear call, values can overlap the other calls
Target sequence (P9WIQ1 whole entry, looked up): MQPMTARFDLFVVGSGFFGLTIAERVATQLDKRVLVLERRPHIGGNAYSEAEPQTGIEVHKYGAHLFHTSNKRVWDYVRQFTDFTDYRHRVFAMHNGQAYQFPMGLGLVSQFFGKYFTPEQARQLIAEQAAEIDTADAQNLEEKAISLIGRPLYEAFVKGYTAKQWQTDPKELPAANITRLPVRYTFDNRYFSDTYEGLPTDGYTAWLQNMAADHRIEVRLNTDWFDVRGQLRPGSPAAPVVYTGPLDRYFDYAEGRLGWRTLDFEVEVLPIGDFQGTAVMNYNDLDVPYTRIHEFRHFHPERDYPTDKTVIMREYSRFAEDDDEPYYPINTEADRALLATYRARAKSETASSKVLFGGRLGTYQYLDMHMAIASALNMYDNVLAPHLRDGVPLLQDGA
GDH-TPI counter = counter-screen for M. tuberculosis FBA inhibitors: GDH-TPI coupled enzymes | GDH-TPI coupled enzyme counterscreen, NADH absorbance | inhibition, % at 4.8 µM | actives 1.2% (n = 360,000); in the data active = inhibition above about 30%;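 note: 0% = DMSO wells and 100% = wells lacking the enzyme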
BoNT A protease = inhibitors of Botulinum neurotoxin A light chain protease | multiplex microsphere protease substrate cleavage, flow cytometry | inhibition, % at 10 µM | actives 0.17% (n = 360,000) | AID 588499; note: plate controls were buffer without enzyme for full effect and enzyme alone for no effect
PfHsp40 yeast = rescue of PfHsp40-mediated yeast toxicity. S. cerevisiae expressing PfHsp40, growth rescue, ATP luminescence. growth rescue, % at 12.5 µM. actives 0.68% (n = 340,000); in the data active = growth rescue above about 28%, passing the limit was not always enough; inconclusive = no clear call, values can overlap the other calls;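 note: yeast W303a lacking pdr1 and pdr3 grown in galactose medium; growth measured after three days at 30 °C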
Anthrax LF prot = blocks Bacillus anthracis lethal factor protease; P15917; multiplex microsphere protease cleavage assay, LF; inhibition, % at 10 µM; actives 0.12% (n = 360,000); AID 588501; note: plate controls were buffer without enzyme for full effect and enzyme alone for no effect
BoNT F protease = inhibitors of Botulinum neurotoxin F light chain protease | actives 0.22% (n = 360,000) | inhibition, % at 10 µM | Multiplex microsphere protease cleavage assay, flow cytometry; in the data active = inhibition above about 35%, passing the limit was not always enough; inconclusive = no clear call, values can overlap the other calls; note: plate controls were buffer without enzyme for full effect and enzyme alone for no effect
Mtb FBA inh = inhibits M. tuberculosis FBA enzyme. P9WQA3. purified M. tuberculosis FBA, fluorescence read-out. inhibition, % at 1 µM. actives 2.3% (n = 360,000); in the data active = inhibition above about 27%;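 note: 0% = vehicle and 100% = reference inhibitor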
Target sequence (P9WQA3 whole entry, looked up): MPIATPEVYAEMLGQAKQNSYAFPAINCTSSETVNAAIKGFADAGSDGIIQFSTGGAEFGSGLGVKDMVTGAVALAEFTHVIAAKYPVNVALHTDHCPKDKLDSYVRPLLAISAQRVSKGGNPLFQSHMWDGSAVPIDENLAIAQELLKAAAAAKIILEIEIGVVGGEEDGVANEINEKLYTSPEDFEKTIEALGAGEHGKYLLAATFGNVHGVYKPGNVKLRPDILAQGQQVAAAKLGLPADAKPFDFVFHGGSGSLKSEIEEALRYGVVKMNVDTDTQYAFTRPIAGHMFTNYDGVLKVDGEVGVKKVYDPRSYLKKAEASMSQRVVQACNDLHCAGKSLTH
FadD28 binding = blocks FadD28 binding to the bisubstrate probe; fluorescence polarization; inhibition, % at 12.5 µM; actives 0.22% (n = 360,000); AID 588549; in the data active = inhibition above about 8.5%, passing the limit was not always enough; inconclusive = no clear call, values can overlap the other calls
Mtb BioA inh = BioA (M. tuberculosis) enzyme inhibition; purified M. tuberculosis BioA enzyme, plate reader; inhibition, % at 9.99 µM; actives 0.096% (n = 360,000); AID 602481; in the data active = inhibition above about 40%; inconclusive = no clear call, values can overlap the other calls
Active calls of the source: *; ? = inconclusive; . = not tested or not shown. Cut-off read from the data, not from the text of the source, unless noted: active = inhibition above about 30%; inconclusive = no clear call, values can overlap the other calls; inactive = below that.

cpd	SMILES	UGM FP inh	GDH-TPI counter	BoNT A protease	PfHsp40 yeast	Anthrax LF prot	BoNT F protease	Mtb FBA inh	FadD28 binding	Mtb BioA inh
1	CSc1ccc(CN2CCN(CC=C(C)C)C(CCO)C2)cc1 (stereo unspecified)	2.4	-9	-0.1	1.0	-7	-3	-2	-1.7	.
2	S=C(NC1CC1)N1CCc2ccccc2C1	2.7	-2	-1.4	0.1	-3	-5	0	-0.3	2.7
3	O=C(O)CC(=O)Nc1ccccc1C(=O)O	3.1	-8	-0.3	-0.3	-1	?	14	-3.5	-0.5
4	Cc1ccc(C(C)C)c(OCC(=O)N/N=C2\CC(=O)CC(C)(C)C2)c1	-0.2	-3	-0.4	-0.7	2	-4	-2	-4.3	-1.7
5	CC(C)C(OC(=O)c1cccs1)C(=O)NCCc1ccccc1 (stereo unspecified)	0.2	-1	-0.4	-0.9	8	-6	1	1.6	1.2
6	Cc1sc2ncnc(N3CCCCC3C)c2c1C (stereo unspecified)	3.4	3	-0.5	0.8	-12	28	4	-2.0	3.5
7	CCOC(=O)N1CCN(C(=O)c2cnn(-c3ccccc3)c2NC(=O)c2ccccc2F)CC1	2.4	-8	0.1	0.0	2	0	-1	-3.0	0.4
8	Cn1c(=O)c2c(c3ccccc31)OC(=O)CC2c1cccnc1 (stereo unspecified)	.	7	0.7	-0.6	-4	2	7	0.3	.

Down the list, from the results shown:
Compounds 2–8 in BoNT A protease read -1.4, -0.3, -0.4, -0.4, -0.5, 0.1, 0.7
Compounds 2–8 in FadD28 binding read -0.3, -3.5, -4.3, 1.6, -2.0, -3.0, 0.3

(next part)
cpd	SMILES	UGM FP inh	GDH-TPI counter	BoNT A protease	PfHsp40 yeast	Anthrax LF prot	BoNT F protease	Mtb FBA inh	FadD28 binding	Mtb BioA inh
9	O=C(Nc1cccnc1)C1CC(c2ccccc2O)=NO1 (stereo unspecified)	-0.9	14	1.7	-0.2	-6	11	-1	0.1	7.0
10	Cc1nn(CCCC(=O)NCCc2ccccc2)c(=O)c2nn(-c3ccccc3)c(C)c12	2.1	-4	1.5	-0.3	-1	0	0	-4.2	1.8
11	CC(=NCc1ccc2c(c1)OCO2)c1c(O)n(-c2ccccc2)c(=O)[nH]c1=O	0.0	-16	-1.2	0.4	-4	?	-7	-3.2	.
12	CC1=NN(c2ccccc2)C(=O)/C1=C\N1CC(C)OC(C)C1 (stereo unspecified)	-6.5	16	1.2	0.3	-3	0	0	0.5	-0.8
13	COc1ccc(CCNC(=O)CNS(=O)(=O)c2ccc(Br)cc2)cc1	-2.0	5	1.5	-0.9	-10	?	0	-4.2	-0.5
14	Cc1cc(C)n(-c2ccc(C(=O)Nc3ccc4c(c3)OCCO4)cc2)n1	-2.9	-7	0.2	1.6	3	0	-1	-3.5	11
15	O=C1OCCN1c1c(-c2ccccc2)c(N2CCOCC2)nc2ccccc12	2.5	14	0.2	-1.7	2	-10	7	-1.7	0.8
16	O=C(COc1ccccc1Cl)Nc1nnc(S(=O)(=O)N2CCCC2)s1	0.7	13	-0.8	0.6	-7	9	4	-2.5	-1.4
17	O=C(N/N=C/c1ccccn1)c1cccc(S(=O)(=O)Nc2ccccc2Cl)c1	-0.6	-8	-2.1	-0.6	-1	2	-1	-7.1	.
18	CCOc1ccc(S(=O)(=O)N(CC(=O)N/N=C/c2cccs2)c2ccc(C)cc2)cc1	-3.1	15	-0.9	0.3	-4	-12	2	1.2	-0.5
19	Cc1ccccc1OCC(=O)OCC(=O)NCCNC(=O)COC(=O)COc1ccccc1C	-0.7	9	6.6	0.0	1	29	5	-0.6	.
20	CCN(CC)C(=O)CSc1nc(C)cc(C)c1C#N	-0.7	7	-0.6	-2.3	1	-4	1	0.3	-0.3
21	CCc1cc2c(N3CCCCC3)ncnc2s1	2.1	-1	0.8	-0.2	-2	-2	-1	-2.9	1.3
22	CCc1cccc(NC(=O)CCC(=O)O)c1	3.1	0	-1.5	0.7	-1	-4	4	-2.1	.
23	Cc1ccc(F)cc1NC(=O)CSc1ncccn1	2.0	4	-1.3	5.3	-2	-3	7	-1.3	-2.3
24	COc1ccc(C(=O)N2CCN=C2c2ccccc2)cc1OC	-1.0	-3	.	-1.9	.	.	-1	-3.5	1.2
25	C=CC[C@@H](CC(=O)N(CCO)Cc1ccccc1)C(=O)NCCOC(=O)[C@@H](CC=C)Cc1ccc(F)cc1	.	-5	0.0	4.1	5	6	-1	-3.7	1.3
26	Cc1ccc(N2C(=O)Nc3ccc(Br)cc3C2(O)C(=O)NCCCN(C)C)cc1C (stereo unspecified)	1.8	4	-0.5	-0.9	-2	-14	-2	-2.7	-0.3
27	CSc1ccccc1NC(=O)COc1ccc(Cl)cc1Cl	2.0	1	-0.8	2.0	-2	-3	-3	-3.7	.
28	COc1cccc(C(O)c2ncc(-c3ccc4ccccc4c3)[nH]2)c1 (stereo unspecified)	.	-6	-0.7	.	-4	-6	27	1.0	0.1
29	Cc1ccc(SCC(=O)Nc2ccc(-c3nc4ccccc4[nH]3)cc2)cc1	1.2	7	0.3	16	0	7	-1	-5.6	.
30	Cc1ccc(-c2ccc(NC(=O)C3C4C=CC(C4)C3C(=O)O)cc2)o1 (stereo unspecified)	-0.5	14	-1.5	-0.4	-7	-7	6	-0.7	-0.5
31	CC(C)N(Cc1ccccc1)C(=O)C1CCN(c2ncnc3c2nc2n3CCCCC2)CC1	0.6	-2	-1.1	0.8	-1	0	0	-8.6	3.9
32	COc1cc(OC)cc(C(=O)Nc2ccc(S(=O)(=O)Nc3ncccn3)cc2)c1	0.6	1	-1.2	-1.9	-3	-3	0	-3.4	.
33	CN(C)CCNC(=O)C(c1ccccc1)c1ccccc1	0.9	3	-1.7	-1.6	-12	?	-6	0.0	-0.6
34	COc1cccc(OC)c1/C=C/C(=O)NC1CCCCC1	-1.0	0	-8.7	0.9	0	?	3	-0.7	-2.2
35	NS(=O)(=O)c1ccc(NC(=O)c2cc(Cl)ccc2Cl)cc1	0.5	-2	0.6	1.0	1	0	-1	-0.9	-2.6
36	Cc1nn(-c2ccccc2)c(C)c1C(=O)NCc1ccc(S(N)(=O)=O)cc1	-3.1	6	0.8	1.6	1	9	-1	0.6	18
37	Cc1ccc2nc(NC(=O)c3ccc(Cl)s3)sc2c1	-0.7	-10	-0.6	-0.1	-1	-8	1	-2.2	-1.6
38	CCC(C)OC(=O)C1=C(C)NC(=O)NC1c1ccc(F)cc1 (stereo unspecified)	0.0	-10	-0.6	-1.5	0	-6	1	-1.7	0.1
39	N#C/C(C(=O)c1ccccc1)=C1/CCCCCN1	-2.3	19	-1.4	0.1	-5	-40	0	0.2	1.5
40	COc1ccccc1OCCNC(=O)CCNS(=O)(=O)c1ccc(C)cc1	.	-2	2.2	0.7	-1	0	0	-4.6	0.1
41	O=C(Nc1cccc(S(=O)(=O)NC2=NCCC2)c1)c1cc(-c2ccccn2)nc2ccccc12	-1.0	4	-0.4	-1.9	0	-11	-7	-1.7	-0.8
42	CC(=O)c1cccc(NC(=O)Cc2cccs2)c1	.	5	-0.5	-0.2	-2	0	2	0.3	0.4
43	COc1ccc(Nc2nc(-c3cc4cccc(OC)c4oc3=O)cs2)cc1	-0.6	11	8.7	-0.2	1	-9	2	-1.3	.
44	CCCN1C(=O)C(O)(CC(=O)c2cccc(OC)c2)c2ccccc21 (stereo unspecified)	-1.2	0	0.0	0.4	1	1	2	-0.7	-0.8
45	CNC(=O)COC(=O)c1ccccc1Nc1ccccc1	-1.7	4	1.2	0.3	5	4	0	-0.6	-0.6
46	Cc1ccsc1C(=O)OCC(=O)Nc1ccc(Cl)cc1C(F)(F)F	-6.4	-1	0.6	0.3	1	4	7	-0.9	.
47	O=C(NCc1ccccn1)c1ccc(NS(=O)(=O)c2cccc(Cl)c2)cc1	4.6	4	2.0	-1.9	0	-5	-2	0.3	2.4
48	COc1ccccc1-c1ccc(=O)n(CC(=O)NCc2ccc3c(c2)OCO3)n1	4.0	5	2.7	-0.8	-3	1	3	-2.2	-1.1

Among those listed so far, these have two or more sulfur atoms.
cpd	SMILES	UGM FP inh	GDH-TPI counter	BoNT A protease	PfHsp40 yeast	Anthrax LF prot	BoNT F protease	Mtb FBA inh	FadD28 binding	Mtb BioA inh
16	O=C(COc1ccccc1Cl)Nc1nnc(S(=O)(=O)N2CCCC2)s1	0.7	13	-0.8	0.6	-7	9	4	-2.5	-1.4
18	CCOc1ccc(S(=O)(=O)N(CC(=O)N/N=C/c2cccs2)c2ccc(C)cc2)cc1	-3.1	15	-0.9	0.3	-4	-12	2	1.2	-0.5
37	Cc1ccc2nc(NC(=O)c3ccc(Cl)s3)sc2c1	-0.7	-10	-0.6	-0.1	-1	-8	1	-2.2	-1.6

More compounds:
cpd	SMILES	UGM FP inh	GDH-TPI counter	BoNT A protease	PfHsp40 yeast	Anthrax LF prot	BoNT F protease	Mtb FBA inh	FadD28 binding	Mtb BioA inh
49	Cc1ccc(OCCCn2c(CO)nc3ccccc32)cc1	-2.9	9	0.7	-1.4	-1	0	2	-2.2	1.8
50	Cc1ccc(S(=O)(=O)N2CCN(C(=O)c3cc4c(s3)CCC(C)C4)CC2)cc1 (stereo unspecified)	.	1	-6.9	0.0	-2	-11	0	1.6	0.3
51	Cc1ccn(CC(=O)N2CCCC(C(=O)c3cccc4ccccc34)C2)n1 (stereo unspecified)	3.0	2	-0.7	-1.2	-1	0	4	-0.3	1.7
52	COc1ccc(NC(=O)C(C)NS(=O)(=O)c2ccccc2)cc1Cl (stereo unspecified)	1.2	4	-0.6	0.5	0	-1	3	-2.5	-0.3
53	O=C(CN1C2=NCCN2c2ccccc21)c1ccc(Br)cc1	3.7	5	0.5	-1.6	2	3	0	-5.2	1.4
54	Cc1cccc(NC(=O)CSc2nnc(CNC(=O)c3ccco3)o2)c1	2.3	-7	0.4	-0.2	1	-1	1	-3.9	0.3
55	CON(C)c1nc(OCC#N)nc(N(C)C)n1	-5.1	-1	-0.2	-1.0	1	-1	1	-2.4	.
56	CNC(=O)c1cnn(-c2nc(-c3ccc(OC)cc3)cs2)c1C(F)(F)F	0.0	2	0.8	-1.0	0	-27	1	-1.8	-7.4
57	COc1ccc(NC(C)=O)cc1NC(C)C(=O)Nc1ccc(F)c(F)c1F (stereo unspecified)	-0.4	0	-0.3	0.4	-8	0	0	-1.4	.
58	CCOc1ccccc1N(CC(=O)N1CCC(C(N)=O)CC1)S(=O)(=O)c1ccc(SC)cc1	0.8	8	2.2	0.2	-1	3	-1	-0.1	0.0
59	CC(C)CC(=O)N1CCN(C(=O)c2ccco2)CC1	-0.4	-2	0.0	1.1	0	0	-2	-2.7	.
60	COc1ccccc1CCNC(=O)C(=O)Nc1cc2c3c(c1)C(C)C(=O)N3CCC2 (stereo unspecified)	-1.4	1	-0.2	-0.2	-4	-1	-2	-3.6	.
61	COC(=O)CN1C(=O)N/C(=C/c2ccc(OC)cc2)C1=O	2.2	6	-0.2	2.0	-2	-3	1	-0.6	.
62	COc1ccc(/C=C(\NC(=O)c2ccccc2)C(=O)N2CCN(C)CC2)cc1	0.0	13	-1.1	2.0	13	-8	2	-2.5	-0.4
63	COc1ccc2oc(C(=O)c3ccccc3)c(NC(=O)CN3CCN(C)CC3)c2c1	-2.8	7	1.4	-1.7	0	-6	1	1.1	0.8
64	O=C(c1ccc2ccccc2c1)N1CCN(c2ccc(C(F)(F)F)cn2)CC1	2.3	-10	0.5	0.5	1	3	-1	-4.9	-0.8
65	O=c1c2cc(-c3ccccc3)sc2nc2n1N=C(c1cccs1)CS2	0.1	1	.	.	.	.	0	-1.3	-1.9
66	CC(Sc1nnc(N)s1)C(=O)Nc1ccc2c(c1)OCO2 (stereo unspecified)	.	11	0.5	0.7	3	6	-2	-2.3	-1.0
67	O=C(CSc1nnc(-c2ccccc2)c(-c2ccccc2)n1)NC1CCS(=O)(=O)C1 (stereo unspecified)	-0.2	-4	-0.3	-0.8	-5	-5	-3	-6.7	.
68	COc1ccc(OCc2cc(C(=O)NCCCc3ccccc3)no2)c(Cl)c1	-0.5	-3	-1.9	24	2	-2	-1	-3.4	-1.2
69	COc1ccc(CN2C(=O)C(C)Nc3ncnc(N4CCc5ccccc5C4)c32)cc1 (stereo unspecified)	.	.	3.5	.	7	0	-1	-2.7	-2.8
